S1P4 antag – S1P4 receptor antagonists, primary screen, cell-based | S1P4-expressing cells, antagonist mode, reporter read-out | AID 1510, 2009 | Sphingosine 1-phosphate receptor 4 (Homo sapiens), O95977 | inhibition, % at 4.98 µM | 0.26% of 220,000 active; in the data active = inhibition above about 29%;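 also: 0% = wells stimulated with agonist and 100% = vehicle wells without agonist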
Target sequence (O95977 whole entry, looked up): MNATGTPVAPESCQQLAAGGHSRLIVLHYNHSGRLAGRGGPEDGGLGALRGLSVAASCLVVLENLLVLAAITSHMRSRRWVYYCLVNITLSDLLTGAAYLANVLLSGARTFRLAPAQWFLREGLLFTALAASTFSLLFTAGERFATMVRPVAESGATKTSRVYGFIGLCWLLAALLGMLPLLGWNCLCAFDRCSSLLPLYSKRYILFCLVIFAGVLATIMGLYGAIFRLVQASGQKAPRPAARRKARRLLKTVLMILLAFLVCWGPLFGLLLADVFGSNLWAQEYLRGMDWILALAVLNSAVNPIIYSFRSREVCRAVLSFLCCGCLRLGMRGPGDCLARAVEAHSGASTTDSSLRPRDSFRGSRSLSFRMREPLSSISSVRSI
NPY-Y1 PAM-ag – NPY-Y1 receptor potentiators or agonists, primary screen, cell-based; NPY-Y1 expressing cells, potentiator/agonist activation; activation, % at 3.6 µM; 0.37% of 220,000 active; in the data active = activation above about 33%, passing the limit was not always enough;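 also: cells stimulated with NPY at EC10 then isoproterenol at EC100; 0% = low agonist plus stimulus and 100% = saturating agonist plus stimulus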
S1P4 ag – S1P4 receptor agonists, primary screen, cell-based | Sphingosine 1-phosphate receptor 4 (Homo sapiens), O95977 | S1P4-expressing cell line, agonist reporter assay | activation, % at 4.98 µM | 0.35% of 220,000 active | AID 1509, 2009; in the data active = activation above about 11%;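 also: 0% = DMSO vehicle and 100% = reference agonist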
EP2 mod – EP2 receptor modulators, cAMP readout, primary screen, cell-based, HTRF cAMP, PGE2 stimulation; Prostaglandin E2 receptor EP2 subtype (Homo sapiens), P43116; EP2-expressing cells, cAMP HTRF FRET, PGE2 co-stimulation; induction, % at 25 µM; 0.83% of 260,000 active; AID 940, 2007;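 active = compounds whose cAMP rise, as percent of the full-agonist control response, exceeds 60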;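 also: rat C6 glioma line stably carrying human EP2 under a CMV promoter; the protocol text gives 20 µM as final concentration; 100% = response of wells given 1 µM PGE2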
Target sequence (P43116 whole entry, looked up): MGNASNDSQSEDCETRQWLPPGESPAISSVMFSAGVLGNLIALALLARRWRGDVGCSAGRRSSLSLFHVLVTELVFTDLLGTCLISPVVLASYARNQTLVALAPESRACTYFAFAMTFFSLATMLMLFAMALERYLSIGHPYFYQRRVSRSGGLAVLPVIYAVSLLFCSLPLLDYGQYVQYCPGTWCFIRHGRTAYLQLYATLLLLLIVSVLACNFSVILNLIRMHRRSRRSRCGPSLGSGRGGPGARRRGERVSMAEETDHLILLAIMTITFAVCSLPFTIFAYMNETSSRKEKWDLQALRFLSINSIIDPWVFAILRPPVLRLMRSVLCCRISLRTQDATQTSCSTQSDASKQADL
TRPML3 agonist – human TRPML3 channel agonists, primary screen, cell-based, HEK293 TRPML3-YFP, Fluo-8 calcium fluorescence, 3 µM; Mucolipin-3 (Homo sapiens), Q8TDD5; 100% = the carbachol control signal; activation, % at 3 µM; 0.29% of 220,000 active; AID 1448, 2008;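 active = activation above its plate's cutoff, the mean activation of the plate's test wells plus 3 SD, cut at about 12% in these data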;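 also: 0% = DMSO only wells and 100% = carbachol wells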
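Material: TRPML3-YFP stable HEK293 cells | Dosing: One concentration, 3 µM nominal, 0.3% DMSO | Timing: 125 s total fluorescence read per well | Technique: Fluo-8 calcium dye fluorescence, ex 470-495, em 515-575 nm | Measure: Percent activation from peak-to-basal fluorescence ratio, scaled between DMSO and carbachol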
NPY Y1 blocker – NPY-Y1 receptor antagonists, primary screen, cell-based. Neuropeptide Y receptor type 1 (Homo sapiens), P25929. HEK293-CNG Y1 cells, membrane potential fluorescence; NPY at EC95, then isoproterenol. inhibition, % at 3.6 µM. 1% of 200,000 active. AID 1040, 2008;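 active = inhibition above the campaign mean inhibition of all tested compounds plus 3 SD, cut at about 20% in these data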;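 also: 0% = DMSO wells given NPY plus isoproterenol and 100% = isoproterenol alone without NPY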
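Assay system: HEK293 Y1/CNG channel cell line; Doses: single compound dose of 3.6 µM, 0.4% DMSO; Timing: dye 3 h, compound 60 min room temperature, stimulation 45 min; Technique: Membrane-potential fluorescent dye readout; Measure: % inhibition of NPY effect.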
CHOP inh – inhibitors of CHOP promoter induction, primary screen, cell-based, unfolded protein response, luciferase reporter. CHO-K1 CHOP-promoter luciferase, tunicamycin-induced, 15-18 h. inhibition, % at 10 µM. 3.8% of 220,000 active. AID 2732, 2010;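 active = compounds that reduced the stress-induced luciferase reporter signal by more than about 70% of percent inhibition, limit read from the data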;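 also: 0% = tunicamycin plus vehicle and 100% = wells without tunicamycin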
zfTRPN1 agonist – zebrafish TRPN1 channel agonists, primary screen, cell-based, HEK293, calcium fluorescence. HEK293 zebrafish TRPN1-YFP, Fluo-8 calcium fluorescence; 100% = response to 87 µM carbachol. AID 1424, 2008. 0.18% of 220,000 active. activation, % at 3 µM. transient receptor potential cation channel N1 (TRPN1/NompC), Danio rerio;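 active = activation above its plate's cutoff, the mean activation of test wells on that plate plus 3 SD, cut at about 19% in these data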;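 also: 0% = DMSO alone and 100% = 87 µM carbachol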
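Control set: carbachol 87 µM as high control, DMSO as low control; system: HEK293 stable line with zebrafish TRPN1-YFP; read-out: % activation versus carbachol response; detection: intracellular calcium fluorescence with Fluo-8; doses: single test compound dose, 3 µM nominal, 0.3% DMSO; schedule: dye 1 h 37 °C plus 30 min RT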
NPY-Y2 PAM-ag – NPY-Y2 potentiators or agonists, primary screen, cell-based; cells expressing NPY-Y2, potentiator/agonist read-out; 0.45% of 220,000 active; activation, % at 3.6 µM; Neuropeptide Y receptor type 2 (Homo sapiens), P49146; in the data active = activation above about 27%;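 also: cells stimulated with NPY near EC25 plus isoproterenol at EC100; 0% = vehicle plus submaximal agonist and 100% = vehicle plus saturating agonist; some results beyond the cut were filed as inactive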
Starred values were filed as active, the others as inactive.

Start of the listing, in advance (3 entries):
Screening COc1ccc(C2=Nn3c(nnc3-c3ccc(OC)cc3)SC2)cc1 returned S1P4 antag -3, NPY-Y1 PAM-ag -14, S1P4 ag 1.9, EP2 mod 92*, TRPML3 agonist 0.2, NPY Y1 blocker 14, zfTRPN1 agonist -1.5 and NPY-Y2 PAM-ag -8.
Cc1ccc(C(=O)n2nc(-c3ccccc3)nc2NCc2ccco2)cc1 was read as S1P4 antag -7, NPY-Y1 PAM-ag -8, S1P4 ag 0.8, EP2 mod 29, TRPML3 agonist -0.5, NPY Y1 blocker 1, CHOP inh 21, zfTRPN1 agonist 0.8 and NPY-Y2 PAM-ag 1.
For Cc1cccc(Sc2nc(-c3ccccc3)ncc2C(=O)O)c1 the results were S1P4 antag -43, NPY-Y1 PAM-ag 9, S1P4 ag 1.0, EP2 mod 27, TRPML3 agonist 0.3, NPY Y1 blocker -2, CHOP inh 1, zfTRPN1 agonist 1.0 and NPY-Y2 PAM-ag -5.

Results, from the start:
Screening COc1ccc(C2=Nn3c(nnc3-c3ccc(OC)cc3)SC2)cc1 returned S1P4 antag -3, NPY-Y1 PAM-ag -14, S1P4 ag 1.9, EP2 mod 92*, TRPML3 agonist 0.2, NPY Y1 blocker 14, zfTRPN1 agonist -1.5 and NPY-Y2 PAM-ag -8.
Cc1ccc(C(=O)n2nc(-c3ccccc3)nc2NCc2ccco2)cc1 was read as S1P4 antag -7, NPY-Y1 PAM-ag -8, S1P4 ag 0.8, EP2 mod 29, TRPML3 agonist -0.5, NPY Y1 blocker 1, CHOP inh 21, zfTRPN1 agonist 0.8 and NPY-Y2 PAM-ag 1.
For Cc1cccc(Sc2nc(-c3ccccc3)ncc2C(=O)O)c1 the results were S1P4 antag -43, NPY-Y1 PAM-ag 9, S1P4 ag 1.0, EP2 mod 27, TRPML3 agonist 0.3, NPY Y1 blocker -2, CHOP inh 1, zfTRPN1 agonist 1.0 and NPY-Y2 PAM-ag -5.
For O=c1ccc(C(F)(F)F)cn1Cc1cc(=O)n2ccsc2n1 the results were S1P4 antag -6, NPY-Y1 PAM-ag 20, S1P4 ag -1.1, EP2 mod 21, TRPML3 agonist 0.2, NPY Y1 blocker -2, CHOP inh 16, zfTRPN1 agonist 2.0 and NPY-Y2 PAM-ag 9.
Screening Cn1c(=O)c2c(ncn2CC(=O)N2CCN(c3ccc([N+](=O)[O-])cc3)CC2)n(C)c1=O returned S1P4 antag -5, NPY-Y1 PAM-ag 13, S1P4 ag 1.1, EP2 mod -14, TRPML3 agonist 0.6, CHOP inh -8, zfTRPN1 agonist 1.4 and NPY-Y2 PAM-ag 9.
Screening COc1ccc(C2SCC(=O)N2CCc2ccc(OC)c(OC)c2)cc1 (stereo not given) returned S1P4 antag -5, NPY-Y1 PAM-ag 9, S1P4 ag 0.4, EP2 mod -85, TRPML3 agonist 4.0, NPY Y1 blocker -2, CHOP inh 28, zfTRPN1 agonist 8.1 and NPY-Y2 PAM-ag 12.
`Cc1nc(SC2CC(=O)N(c3cc(Cl)cc(Cl)c3)C2=O)nc2c1CCCC2` (stereo not given) gave S1P4 antag 9, NPY-Y1 PAM-ag -9, S1P4 ag 1.0, EP2 mod 19, TRPML3 agonist 0.5, NPY Y1 blocker 0, CHOP inh 95*, zfTRPN1 agonist -0.6 and NPY-Y2 PAM-ag 15.
For Cc1cc(N/C(=N/S(=O)(=O)c2cc(F)ccc2F)c2ccccc2)n(-c2ccccc2)n1 the results were S1P4 antag -2, NPY-Y1 PAM-ag 6, S1P4 ag -1.0, EP2 mod 20, TRPML3 agonist 0.1, NPY Y1 blocker 1, CHOP inh 28, zfTRPN1 agonist -1.9 and NPY-Y2 PAM-ag -3.
CCn1c(C)nc2cc(C(=O)N=Nc3c(O)[nH]c4c(C)cc(C)cc34)ccc21 was read as S1P4 antag -29, NPY-Y1 PAM-ag 7, S1P4 ag 1.5, EP2 mod -22, TRPML3 agonist 1.5, NPY Y1 blocker 1, CHOP inh 41, zfTRPN1 agonist 0.8 and NPY-Y2 PAM-ag -1.
For NC(=O)C1(NC(=O)[C@@H]2CC3(CC(c4cccc(NC(=O)[C@@H]5CCC(=O)N5)c4)=NO3)CN2C(=O)c2ccccc2)CC1 (stereo not given in full) the results were S1P4 antag 1, NPY-Y1 PAM-ag 4, S1P4 ag 0.2, EP2 mod 29, TRPML3 agonist -0.2, NPY Y1 blocker -3, CHOP inh 22, zfTRPN1 agonist 0.6 and NPY-Y2 PAM-ag -14.
For CSc1cnn(Cc2ccccc2)c(=O)c1SCc1ccccc1 the results were S1P4 antag -16, NPY-Y1 PAM-ag -12, S1P4 ag 0.7, EP2 mod 12, TRPML3 agonist -1.1, NPY Y1 blocker 15, CHOP inh 30, zfTRPN1 agonist -2.2 and NPY-Y2 PAM-ag 1.
Screening COc1cc(NC(=O)Cn2nnc(-c3ccccc3N)n2)cc(OC)c1 returned S1P4 antag -9, NPY-Y1 PAM-ag 2, S1P4 ag 0.7, EP2 mod -32, TRPML3 agonist 0.5, NPY Y1 blocker -2, CHOP inh 24, zfTRPN1 agonist 1.7 and NPY-Y2 PAM-ag 8.
For COc1ccccc1NS(=O)(=O)c1cc(NC(=O)CCC(=O)c2cccs2)ccc1Cl the results were S1P4 antag -19, NPY-Y1 PAM-ag 4, S1P4 ag 0.5, EP2 mod -72, TRPML3 agonist 1.6, NPY Y1 blocker 4, CHOP inh 33, zfTRPN1 agonist 3.0 and NPY-Y2 PAM-ag 5.
CC(=O)Nc1ccc(C(=O)CS(=O)(=O)c2ccc(C)cc2)cc1 was read as S1P4 antag -13, NPY-Y1 PAM-ag -25, S1P4 ag 2.2, EP2 mod -2, TRPML3 agonist -0.2, NPY Y1 blocker -4, CHOP inh -10, zfTRPN1 agonist 1.3 and NPY-Y2 PAM-ag -5.
c1cc(-c2noc(CCC3CCCC3)n2)ccn1 was read as S1P4 antag -10, NPY-Y1 PAM-ag -2, S1P4 ag -0.3, EP2 mod 21, TRPML3 agonist -0.2, NPY Y1 blocker -1, CHOP inh -9, zfTRPN1 agonist 0.9 and NPY-Y2 PAM-ag 0.
OCCC1CN(Cc2cccc3nonc23)CCN1Cc1ccsc1 (stereo not given) was read as S1P4 antag 1, NPY-Y1 PAM-ag 22, S1P4 ag -0.1, EP2 mod 4, TRPML3 agonist 0.8, CHOP inh 5, zfTRPN1 agonist 0.0 and NPY-Y2 PAM-ag -3.
For Cc1nc(NC(=O)c2ccc(Cl)cc2)nc2cc3c(cc12)OCO3 the results were S1P4 antag -3, NPY-Y1 PAM-ag -9, S1P4 ag 0.9, EP2 mod -40, TRPML3 agonist -0.6, NPY Y1 blocker 0, CHOP inh -2, zfTRPN1 agonist 0.1 and NPY-Y2 PAM-ag -14.
CC1(C)CC(NC(=O)c2coc(=O)c(Br)c2)CC(C)(C)N1 was read as S1P4 antag -10, NPY-Y1 PAM-ag 9, S1P4 ag 1.2, EP2 mod -2, TRPML3 agonist -0.3, NPY Y1 blocker -2, CHOP inh -19, zfTRPN1 agonist 0.5 and NPY-Y2 PAM-ag 5.
For CCn1c(-c2csc3ccccc23)n[nH]c1=S the results were S1P4 antag -10, NPY-Y1 PAM-ag 6, S1P4 ag 1.4, EP2 mod 23, TRPML3 agonist 0.0, NPY Y1 blocker 6, CHOP inh 30, zfTRPN1 agonist -0.9 and NPY-Y2 PAM-ag 2.
For O=C(CO/N=C1\CCCc2nonc21)Nc1ccccc1Cl the results were S1P4 antag 1, NPY-Y1 PAM-ag -24, S1P4 ag 0.5, EP2 mod 1, TRPML3 agonist 0.4, NPY Y1 blocker -4, CHOP inh 6, zfTRPN1 agonist 0.3 and NPY-Y2 PAM-ag -2.
`CCc1ccc(N2CC(C(=O)NC3=NCCS3)CC2=O)cc1` (stereo not given) gave S1P4 antag -16, NPY-Y1 PAM-ag 10, S1P4 ag -1.3, EP2 mod -17, TRPML3 agonist 0.0, NPY Y1 blocker -2, CHOP inh 14, zfTRPN1 agonist 0.5 and NPY-Y2 PAM-ag 8.
Screening Cc1ccc([N+](=O)[O-])cc1NC(=O)Nc1onc(C)c1C returned S1P4 antag 3, NPY-Y1 PAM-ag 13, S1P4 ag -0.1, EP2 mod -49, TRPML3 agonist -0.4, CHOP inh 5, zfTRPN1 agonist 1.1 and NPY-Y2 PAM-ag -5.
Screening Cc1c(-c2ccc(Cl)cc2)[n+](=O)c(-c2ccccc2)cn1[O-] returned S1P4 antag -3, NPY-Y1 PAM-ag 1, S1P4 ag -1.0, EP2 mod 15, TRPML3 agonist 0.2, CHOP inh -4, zfTRPN1 agonist 0.0 and NPY-Y2 PAM-ag -1.
`O=P(O)(CCc1ccccc1)CN1CCCCC1` gave S1P4 antag -1, NPY-Y1 PAM-ag 16, S1P4 ag 0.8, EP2 mod 2, TRPML3 agonist 0.6, NPY Y1 blocker 1, CHOP inh 22, zfTRPN1 agonist -0.2 and NPY-Y2 PAM-ag -5.
CN(CC(=O)NCc1cccs1)S(=O)(=O)c1cccc2nsnc12 was read as S1P4 antag -2, NPY-Y1 PAM-ag 5, S1P4 ag 1.6, EP2 mod -23, TRPML3 agonist 0.6, NPY Y1 blocker -2, CHOP inh -4, zfTRPN1 agonist 0.8 and NPY-Y2 PAM-ag 6.
`Fc1ccc(-c2nnc(-c3ccc(Cl)cc3)o2)cc1` gave S1P4 antag 0, NPY-Y1 PAM-ag 2, S1P4 ag 0.0, EP2 mod -5, TRPML3 agonist 0.6, NPY Y1 blocker 5, CHOP inh 17, zfTRPN1 agonist 0.0 and NPY-Y2 PAM-ag -9.
Screening Cc1cc(Sc2nnc(/N=C/N(C)C)s2)c2ccccc2n1 returned S1P4 antag 20, NPY-Y1 PAM-ag 5, S1P4 ag -1.6, EP2 mod -38, TRPML3 agonist 0.6, CHOP inh -82, zfTRPN1 agonist 0.8 and NPY-Y2 PAM-ag 3.
COc1ccc(-n2c(=O)c3ccccc3n(CC(=O)NC3CCCC3)c2=O)cc1 was read as S1P4 antag 5, NPY-Y1 PAM-ag -3, S1P4 ag 3.7, EP2 mod 17, TRPML3 agonist 1.0, NPY Y1 blocker 8, CHOP inh -16, zfTRPN1 agonist 0.2 and NPY-Y2 PAM-ag 5.

High-throughput results from PubChem.
